CRFR2-BP ag: agonists of human CRF-binding protein/CRF-R2 receptor complex. HEK293 CRF-R2/CRF-BP, calcium dye fluorescence (FLIPR); percent of saturating CRF peptide response. activation, % at 13.2 µM. hit rate 0.46% among 350,000;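 active means activation of at least 50%, plus an integration ratio under a set limit after plate pattern correction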;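 further: plate controls were neutral control wells without compound for no effect and CRF at EC100 for full effect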
CHRM5 agonist: CHRM5 agonism in calcium assay; AID 624037; CHO-K1 hM5 cells, Fluo-8 calcium fluorescence; 0% DMSO wells, 100% maximal acetylcholine response; hit rate 0.19% among 360,000; activation, % at 3 µM;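 active means activation above the run's mean over test compounds plus 3 SD, cut at about 23% in these data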;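 further: signal is peak over basal fluorescence ratio across the kinetic read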
M1 PAM: positive allosteric modulators of human M1 muscarinic receptor | activation, % at 3 µM | P11229 | AID 588819 | hit rate 0.088% among 360,000 | CHO-K1 hM1, Fluo-8 calcium fluorescence, ACh EC20; 0% = ACh EC20, 100% = maximal ACh; in the data active means activation above about 19%, passing the limit was not always enough
Target sequence (P11229 whole entry, looked up): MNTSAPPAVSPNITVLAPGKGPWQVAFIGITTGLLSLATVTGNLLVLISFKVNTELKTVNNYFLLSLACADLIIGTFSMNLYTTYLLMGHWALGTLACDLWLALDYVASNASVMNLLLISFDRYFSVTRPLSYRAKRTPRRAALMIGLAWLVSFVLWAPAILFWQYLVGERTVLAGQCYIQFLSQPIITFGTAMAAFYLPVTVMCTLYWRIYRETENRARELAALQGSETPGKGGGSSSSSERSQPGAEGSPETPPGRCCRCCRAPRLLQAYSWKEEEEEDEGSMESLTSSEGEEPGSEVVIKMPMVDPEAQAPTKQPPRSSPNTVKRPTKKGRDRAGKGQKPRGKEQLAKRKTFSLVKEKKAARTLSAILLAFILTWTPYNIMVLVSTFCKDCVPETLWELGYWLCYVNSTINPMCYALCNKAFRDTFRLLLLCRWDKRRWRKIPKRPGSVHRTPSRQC
M5 PAM: potentiates acetylcholine response at human M5 receptor; activation, % at 3 µM; hit rate 0.3% among 360,000; P08912; CHO-K1 hM5, Fluo-8 calcium, ACh EC20 PAM; 0% = ACh EC20, 100% = ACh EC100;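 active means activation above the run cutoff, the mean activation of all test compounds plus 3 SD, cut at about 18% in these data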
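Measured by: Fluo-8 calcium fluorescence; material: human M5 receptor in CHO-K1 cells; schedule: Post-acetylcholine fluorescence recording 140 s; benchmarks: low control EC20 acetylcholine (0%), high control EC100 acetylcholine (100%); read-out: Max/basal fluorescence ratio as % of EC20–EC100 ACh window; compound: single dose, 3 µM nominal final test concentration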
M4 ag: CHRM4 agonism in calcium assay | AID 624127 | P08173 | activation, % at 3 µM | CHO-K1 hM4/Gqi5, Fluo-8 calcium fluorescence; vehicle 0%, full acetylcholine response 100% | hit rate 0.14% among 360,000;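 active means activation above the run mean over all test wells plus 3 SD, cut at about 32% in these data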;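 further: peak over basal fluorescence ratio per well then scaled between controls; 0% = DMSO wells and 100% = acetylcholine at EC100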
Target sequence (P08173 whole entry, looked up): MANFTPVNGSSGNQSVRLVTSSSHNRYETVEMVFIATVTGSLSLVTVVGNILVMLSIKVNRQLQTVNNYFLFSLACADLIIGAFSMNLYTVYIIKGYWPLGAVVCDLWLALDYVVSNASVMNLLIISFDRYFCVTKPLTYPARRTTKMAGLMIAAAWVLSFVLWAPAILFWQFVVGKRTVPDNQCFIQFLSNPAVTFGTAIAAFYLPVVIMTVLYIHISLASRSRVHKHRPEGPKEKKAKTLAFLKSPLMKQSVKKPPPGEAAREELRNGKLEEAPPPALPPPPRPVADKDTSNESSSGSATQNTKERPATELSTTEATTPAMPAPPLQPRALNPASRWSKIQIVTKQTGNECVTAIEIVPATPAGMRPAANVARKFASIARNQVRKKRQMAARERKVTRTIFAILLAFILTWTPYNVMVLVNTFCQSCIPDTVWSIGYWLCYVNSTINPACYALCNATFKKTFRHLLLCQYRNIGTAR
CRFR2-BP antag: antagonists of CRF-binding protein/CRF-R2 receptor complex | HEK293 CRF-R2/CRF-BP, CRF-induced calcium fluorescence | inhibition, % at 11.8 µM | hit rate 0.59% among 350,000 | AID 588475;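 active means inhibition of the ligand-induced calcium signal above about 50% at the single tested concentration, limit read from the data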
M4 antag: antagonists of human muscarinic M4 receptor (CHRM4). P08173. CHO-hM4 cells, ACh EC80, Fluo-8 calcium fluorescence. inhibition, % at 3 µM. hit rate 0.73% among 360,000;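 active means inhibition above its plate's cutoff, the mean inhibition of sample wells plus 3 SD, cut at about 27% in these data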;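 further: 0% = acetylcholine EC80 with DMSO and 100% = DMSO without agonist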
M5 antag: blocks acetylcholine activation of human M5 receptor; hit rate 0.59% among 360,000; CHO-hM5 cells, Fluo-8 calcium fluorescence, ACh EC80; inhibition, % at 3 µM;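 active means inhibition above a per-plate cutoff, the mean of that plate's test compounds plus 3 SD, cut at about 27% in these data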;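 further: 0% = acetylcholine EC80 with DMSO and 100% = DMSO without agonist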
CHRM4 PAM: potentiates acetylcholine response at human M4 receptor. activation, % at 3 µM. P08173. CHO-K1 hM4/Gqi5, Fluo-8 calcium fluorescence, ACh EC20; 0% = ACh EC20, 100% = maximal ACh. hit rate 0.4% among 360,000;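 active means activation above its plate's cutoff, the mean activation of sample wells plus 3 SD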; further: some results filed as inactive read as strong as hits
The depositor's hits bear a star; · = no result given.

CRFR2-BP ag,CHRM5 agonist,M1 PAM,M5 PAM,M4 ag,CRFR2-BP antag,M4 antag,M5 antag,CHRM4 PAM,smiles
·,0,0,3,0,·,7,-5,-4,Cc1cccc(C(O)c2ncc(-c3ccc4ccccc4c3)[nH]2)c1C (stereo unspecified)
-0.9,-1,3,-5,4,-4,-5,3,-3,CCCn1c(NCc2ccco2)nc2c1c(=O)n(C)c(=O)n2C
-0.7,1,0,1,1,2,3,-5,-5,CCC1=NC(c2ccc(OC)cc2)N(O)C1(C)C (stereo unspecified)
-3.7,1,15,6,1,13,-15,0,10,Cn1c(=O)n(C)c2cc(NC(=O)c3cccc([N+](=O)[O-])c3)c(Br)cc21
0.8,-1,2,-3,1,8,-2,2,4,CN(C)CCNC(=O)c1cc2cc(Br)ccc2oc1=O
-2.2,0,3,0,0,-3,-8,-1,1,CC1(CSc2ccccc2)CC(=O)N1 (stereo unspecified)
-0.9,-7,2,5,-1,0,-4,-9,5,COc1cc(Nc2nnc(C)s2)c(Cl)cc1Cl
-0.7,-1,2,-7,0,-7,1,7,-2,O=C(N/N=C/c1cccc(O)c1)c1ccccc1O
-1.7,-1,3,-8,3,-7,4,2,-10,O=C(NCc1cccnc1)/C(=C/c1ccc(-c2cccc(C(F)(F)F)c2)o1)NC(=O)c1ccccc1
0.0,1,-2,8,0,14,1,3,-3,CCCOC1CCCN(Cc2nc(-c3cnccn3)no2)C1 (stereo unspecified)
-0.3,-3,11,2,0,-5,-1,5,-1,O=C(CNC(=O)c1ccccc1Cl)NC1CCN(Cc2ccccc2)CC1
-0.9,1,1,-3,9,-40,3,5,-10,O=S(=O)(CCSc1nc2ccccc2o1)c1nc2ccccc2s1
1.0,-1,16,-11,0,-13,-16,6,8,CCCCn1c(N)c(N(CCOC)C(=O)c2ccc(-c3ccc(Cl)cc3)o2)c(=O)[nH]c1=O
1.1,-3,4,-2,1,-5,-4,-3,-2,CCC(C)[C@H](NC(=O)OC(C)(C)C)C(=O)NCC1CCC(C(=O)N[C@@H](Cc2ccccc2)C(=O)O)CC1 (stereo partly specified)
-0.5,-6,0,6,1,18,-4,9,2,COc1ccc(C2C(C(=O)NCc3ccco3)c3ccccc3C(=O)N2C)cc1 (stereo unspecified)
-1.3,-9,3,0,-3,16,3,-6,0,Cc1cc(C)cc(NC(=O)c2cc(S(=O)(=O)NCc3ccco3)ccc2F)c1
0.6,-2,9,-2,1,3,1,13,0,CC(C)CC(=O)Nc1ccnn1C1CCN(C(=O)c2ccc(F)cc2Cl)CC1
-0.7,-4,6,-1,1,-2,1,15,2,COc1cccc(NC(C)=[N+](C)CCNS(=O)(=O)c2ccc(Cl)cc2)c1
-0.2,2,5,5,2,-2,-4,-2,-1,Cc1ccc(CNC(=O)CCNS(=O)(=O)c2cccc3nsnc23)cc1
1.1,1,-3,11,1,-7,-2,-7,3,CCCN(CC(=O)Nc1ccccc1C)C(=O)CCl
0.6,2,0,-7,13,-5,-20,10,-1,CN(Cc1ccccc1)C(=O)COC(=O)/C=C/c1ccco1
0.0,3,-4,-7,12,11,5,10,-6,NC(=O)c1nsc(C(=O)N(Cc2ccccc2F)C(C(=O)NCC2CCCO2)c2ccc(F)cc2)c1N (stereo unspecified)
-1.5,0,-6,-6,-1,22,10,3,-7,Cc1cc2c3c(c1)C1(C(=O)N3C(C)(C)CC2C)C(C#N)=C(N)Oc2cc(O)ccc21 (stereo unspecified)
-1.9,3,9,0,0,7,4,-2,-2,COc1ccc(NC(=O)c2ccc(C#CC(C)(C)O)cc2)cc1
0.7,1,12,1,1,8,-2,-4,0,CCCCCN(C(=O)CCCSc1nncs1)c1c(N)n(CCCC)c(=O)[nH]c1=O
-1.0,-1,3,4,2,31,-11,-7,3,Cc1cccc(C)c1N1C(=O)CC(Sc2ccccc2N)C1=O (stereo unspecified)
0.2,8,20,13,1,0,-10,-12,3,CC(=O)c1cccc(Nc2nc(-c3sc(N)nc3C)cs2)c1
-1.2,-1,6,4,0,17,-5,-4,8,Cc1ccc2c(c1)/C(=N/OS(=O)(=O)c1ccccc1)CCS2
1.9,-1,6,0,1,-33,5,1,5,CCCOc1ccc(-c2nnn(CC(=O)Nc3cccc(C(=O)OC)c3)n2)cc1
0.0,2,25,4,6,-8,-12,-2,6,COC(=O)[C@H](Cc1c[nH]c2ccccc12)NC(=O)NCc1ccccc1

An excerpt from above in order of heavy-atom count, ascending:
CRFR2-BP ag,CHRM5 agonist,M1 PAM,M5 PAM,M4 ag,CRFR2-BP antag,M4 antag,M5 antag,CHRM4 PAM,smiles
1.1,1,-3,11,1,-7,-2,-7,3,CCCN(CC(=O)Nc1ccccc1C)C(=O)CCl
0.2,8,20,13,1,0,-10,-12,3,CC(=O)c1cccc(Nc2nc(-c3sc(N)nc3C)cs2)c1
-1.3,-9,3,0,-3,16,3,-6,0,Cc1cc(C)cc(NC(=O)c2cc(S(=O)(=O)NCc3ccco3)ccc2F)c1

The listing picks up, starting 3 compounds before the break.
CRFR2-BP ag,CHRM5 agonist,M1 PAM,M5 PAM,M4 ag,CRFR2-BP antag,M4 antag,M5 antag,CHRM4 PAM,smiles
-1.2,-1,6,4,0,17,-5,-4,8,Cc1ccc2c(c1)/C(=N/OS(=O)(=O)c1ccccc1)CCS2
1.9,-1,6,0,1,-33,5,1,5,CCCOc1ccc(-c2nnn(CC(=O)Nc3cccc(C(=O)OC)c3)n2)cc1
0.0,2,25,4,6,-8,-12,-2,6,COC(=O)[C@H](Cc1c[nH]c2ccccc12)NC(=O)NCc1ccccc1
3.4,-4,-2,-2,-2,20,-1,12,12,Clc1ccc(SCc2cc(-c3ccccc3)on2)cc1
1.7,-7,5,-8,2,-8,2,1,16,COc1ccc(N2C(=O)C3CCCN3C2c2ccc(F)cc2)cc1Cl (stereo unspecified)
2.8,3,0,1,1,-1,8,-1,3,Cn1nc(C(F)(F)F)c(C#N)c1N1CCN(c2ccccc2F)CC1
-0.6,1,2,-2,3,-15,1,3,5,CS(=O)(=O)N(CC(=O)Nc1ccc(CC#N)cc1)c1ccc(C23CC4CC(CC(C4)C2)C3)cc1
2.9,0,-8,5,0,-13,-1,-9,6,Cc1ccc(-c2nc(C(Cl)Cl)c3ccccc3n2)cc1
-1.1,1,2,-4,2,10,-4,0,-5,COc1ccc(CCNC(=O)CCC(=O)N2CCOc3ccc(Cl)cc32)cc1OC
·,3,0,0,0,·,-3,-4,0,CSc1nc(=O)n(CCC#N)nc1SC
0.6,-2,8,4,-1,-6,-5,-2,4,Cc1ccccc1C(=O)N1CCC(C(=O)O)CC1
4.5,0,-1,-16,13,-4,7,3,-9,NC(=O)c1ccsc1NC(=O)COC(=O)c1cc(=O)[nH]c2ccccc12
-0.4,-7,-6,-4,5,6,-6,1,2,C[C@H](CO)N1C[C@H](C)[C@@H](CN(C)S(=O)(=O)c2ccccc2)Oc2ccc(NC(=O)Cc3ccccc3)cc2C1=O
-2.5,-2,1,7,1,-1,-8,-4,3,COc1cc(NS(=O)(=O)c2ccc(NC(=O)COc3ccccc3C)cc2)nc(OC)n1
1.1,-2,8,-2,0,8,-3,0,1,CN(C)N=Nc1ccc(S(N)(=O)=O)cc1
0.9,-3,4,2,1,-1,2,-14,-7,O=C(c1ccncc1)N1CCCC(N2CCN(c3ccc(F)cc3)CC2)C1 (stereo unspecified)
8.7,-4,-5,0,1,7,-1,3,2,COCc1[nH]nc2c1C1(C(=O)N(C)c3ccccc31)C(C#N)=C(N)O2 (stereo unspecified)
-1.4,0,0,2,0,13,2,4,-1,COC(=O)CNC(=O)c1cccs1
10,-3,-3,1,1,-58,-2,9,-13,O=C(c1ccc(C(F)(F)F)n(Cc2ccc(Cl)cc2)c1=O)N1CCOCC1
-0.8,0,1,2,0,6,3,-1,4,CCCCNc1nc2ccccc2nc1Cl
-1.4,-2,10,2,0,10,5,-2,11,COc1ccccc1CNC(=O)C(C)NS(=O)(=O)c1ccc(C)cc1 (stereo unspecified)
-1.9,4,8,1,3,-1,10,-3,9,O=C(Nc1ccc(F)cc1F)c1ccc(-n2cccn2)c([N+](=O)[O-])c1
0.8,-1,14,3,1,-6,-13,-1,4,O=C(O)c1ccc(S(=O)(=O)N2CCCCCCC2)cc1
1.9,6,1,3,2,-12,1,4,-2,CCO[C@H]1OC(C(=O)N2CCCCCCC2)=C[C@@H](c2csc3ccccc23)[C@@H]1CCCO
-1.1,1,15,7,0,-40,6,-3,0,Cc1ccc(NC(=S)NC(=O)c2cncc(Br)c2)c(C)c1
-0.6,0,16,-3,4,-1,4,1,-3,COc1cc(C(=O)NC2CCCc3c2cnn3-c2ccccc2F)cc(OC)c1OC (stereo unspecified)
-0.7,-5,2,2,1,24,7,8,2,CCOc1ccc(S(=O)(=O)N2CCC(C(=O)NCc3ccncc3)CC2)cc1
0.5,-4,-5,2,1,15,4,3,4,CNC(=O)n1ccc(C(=O)N2CCCCC2)n1
2.3,-3,-5,-3,-1,15,-7,4,-3,CCOC(=O)c1cnn(-c2ccccc2)c1-n1cccc1C(=O)C(=O)Nc1ccccc1C(F)(F)F
5.0,0,4,-2,3,21,0,-2,9,CCOc1ccc(-n2nnc3c(=O)n(C/C=C/c4ccccc4)cnc32)cc1
0.5,-1,6,0,0,-10,-13,-4,6,Nc1nnc(CCC2CCCCC2)s1
-1.6,0,3,-8,2,-1,-13,17,1,CCO[C@H]1OC(C(N)=O)=C[C@@H](c2ccc(Br)cc2)[C@@H]1CCCO
0.0,2,-4,-4,0,-5,-5,8,5,CC(C)COc1ccc(C(=O)NC(Cc2c[nH]c3ccccc23)C(=O)NN)cc1 (stereo unspecified)
6.0,1,-8,14,1,-11,-14,-12,2,O=C(NC1CCS(=O)(=O)C1)C12CC3CC(CC(C3)C1)C2 (stereo unspecified)
0.6,6,3,15,6,-25,-8,-7,13,Cc1cccc(C)c1NC(=O)C(Cl)C(=O)c1ccccc1 (stereo unspecified)
-0.6,0,9,11,1,9,-5,-3,11,Cc1ccc(SCC(=O)NC(C)(C)C)cc1
0.3,-3,-4,-2,5,0,-7,12,-5,COC(=O)Cn1cnc2scc(-c3ccc(C)c(C)c3)c2c1=O
-0.8,-4,2,-3,0,19,-10,4,1,Cc1ccc(S(=O)(=O)N(Cc2cccc(C)c2)C(=O)N2CCN(C)CC2)cc1
9.8,-1,0,-2,2,-47,0,-2,0,COc1ccc(N(CC(=O)N2CCN(c3ccccc3)CC2)S(=O)(=O)c2c(C)noc2C)cc1
0.5,-5,12,1,4,0,5,3,0,O=C(Nc1ccc(Nc2ccncc2)cc1)c1ccc([N+](=O)[O-])cc1
3.1,-5,2,-2,1,-11,9,5,8,COc1ccc(/C(O)=C2/C(=O)C(=O)N(CCN(C)C)C2c2ccccc2)cc1Cl (stereo unspecified)
0.7,-2,3,-5,0,-4,2,7,2,C=CCn1c(O)c(N=NC(=O)OC(C)(C)C)c2ccccc21
0.1,1,3,-4,0,-3,0,3,-4,Cc1cccn2cc(CNC(=O)C3CCCCC3)nc12
0.8,1,3,1,2,12,4,2,7,CC(=O)[C@@]1(O)CCC2C3C=CC4=CC(=O)CC[C@]4(C)C3CC[C@@]21C (stereo partly specified)
25,-3,14,4,-2,4,3,9,24*,O=C(O)c1ccccc1C(=O)Nc1nc(-c2ccc3ccccc3c2)cs1
-5.2,-4,0,5,1,19,2,4,1,Cn1cc(C2OC(=O)c3ccccc32)c2ccccc21 (stereo unspecified)

Source: PubChem BioAssay
